# ERAP1 inh – inhibitors of human ERAP1 aminopeptidase | recombinant ERAP1, Leu-AMC fluorescence, 60 min | inhibition, % at 10.7 µM | hit rate 0.15% among 340,000 | AID 652197;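 active = mean replicate inhibition of at least 30%, or all replicates individually reaching that 30% level; inactive = mean below 30% and not every replicate reaching it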;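 also: 0% = neutral control wells and 100% = L-leucinethiol positive control wells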
# Target sequence (Q9NZ08 whole entry, looked up): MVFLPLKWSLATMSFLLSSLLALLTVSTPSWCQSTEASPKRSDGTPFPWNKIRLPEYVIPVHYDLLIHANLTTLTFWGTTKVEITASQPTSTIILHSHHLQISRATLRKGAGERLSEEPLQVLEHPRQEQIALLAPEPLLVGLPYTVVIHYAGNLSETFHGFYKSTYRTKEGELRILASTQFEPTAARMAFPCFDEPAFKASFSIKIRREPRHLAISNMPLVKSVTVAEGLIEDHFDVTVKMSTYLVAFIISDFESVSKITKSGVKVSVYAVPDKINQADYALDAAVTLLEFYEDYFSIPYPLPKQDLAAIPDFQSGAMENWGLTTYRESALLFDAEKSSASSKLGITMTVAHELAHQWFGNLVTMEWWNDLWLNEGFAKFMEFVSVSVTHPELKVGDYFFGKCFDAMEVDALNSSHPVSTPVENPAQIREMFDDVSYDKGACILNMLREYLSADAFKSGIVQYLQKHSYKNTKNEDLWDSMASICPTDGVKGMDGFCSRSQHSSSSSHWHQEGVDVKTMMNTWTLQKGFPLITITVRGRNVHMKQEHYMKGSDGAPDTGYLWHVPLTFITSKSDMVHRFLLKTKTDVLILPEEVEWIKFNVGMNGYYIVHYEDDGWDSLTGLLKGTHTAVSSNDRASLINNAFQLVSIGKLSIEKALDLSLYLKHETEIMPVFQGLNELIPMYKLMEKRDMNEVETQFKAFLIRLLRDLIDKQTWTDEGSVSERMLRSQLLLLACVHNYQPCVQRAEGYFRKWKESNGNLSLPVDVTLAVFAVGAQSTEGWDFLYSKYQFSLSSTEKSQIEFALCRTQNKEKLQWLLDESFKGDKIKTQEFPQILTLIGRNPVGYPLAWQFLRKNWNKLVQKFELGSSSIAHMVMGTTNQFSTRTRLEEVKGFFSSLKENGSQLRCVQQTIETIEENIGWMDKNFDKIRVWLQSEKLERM
# Cneo AK release – Cryptococcus neoformans lysis via adenylate kinase release. lysis activity, % at 15 µM. C. neoformans lysis, adenylate kinase release luminescence, 4 h; normalised: neutral wells 0, clomiphene wells 100. AID 651654. hit rate 0.2% among 360,000;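 active = mean lysis activity across replicates of at least 80%, whatever share of replicates individually reach that level; inactive = mean lysis activity below 80%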
#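 Assay system: C. neoformans cells. Amount: yeast cell density of 5 × 10^6 cells/mL. Technique: AK luminescence. Buffer or medium: YPD. Times: static 4 h at 37 °C with compound, 1 h detection. Dosing: single-point compound dose. Read-out: lysis from increased AK signal.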
# XiGFP reactiv – X-chromosome reactivation activator; XiGFP mouse fibroblasts, % GFP-positive cells imaging, 3 d; cells co-treated with 5-aza-dC sensitizer; scaled so ellipticine positive control = 100%; activation, % at 7.58 µM; hit rate 0.055% among 360,000;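 active = mean normalized replicate activation at least 10% and every replicate at or above 10%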;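 also: 0% = median of on-plate neutral control wells and 100% = ellipticine 6 µM median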
#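 System: 68-5-11 XiGFP fibroblast line | Buffer or medium: DMEM containing 5-aza-dC | Compound: Single point | Times: Compounds 3 days, fix/stain 15 min at room temperature | Benchmarks: Positive control ellipticine, 6 µM final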
# PGC1a acetyl inh – PGC1a acetylation modulation, inhibitor mode; U2OS PGC1a acetylation, AlphaScreen anti-acetyl-lysine; with virally co-expressed GCN5 acetyltransferase; inhibition, % at 15.6 µM; hit rate 0.17% among 350,000;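 active = every replicate shows inhibition of at least 40%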;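 also: 0% = neutral control wells and 100% = positive control wells; some results beyond the cut were filed as inactive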
# S100A4 MyoIIA – S100A4-myosin IIA interaction inhibition; P26447; S100A4/TAMRA-MyoIIA peptide fluorescence polarization; inhibition, % at 10.7 µM; hit rate 0.14% among 360,000;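 active = mean inhibition of at least 70% across replicates, with every replicate also reaching that level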
# Target sequence (P26447 whole entry, looked up): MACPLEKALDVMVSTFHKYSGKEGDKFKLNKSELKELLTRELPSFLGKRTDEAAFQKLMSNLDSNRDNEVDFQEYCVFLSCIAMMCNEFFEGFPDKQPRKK
#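 Test system – S100A4 monomer (human) · Compound – single-point compound testing · Schedule – 5 min incubation before reading · Probe or stimulus – TAMRA-labelled myosin IIA heavy-chain peptide probe, 5 nM · Benchmarks – neutral control DMSO, positive control TFP · Medium – Calcium-containing HEPES buffer, pH 7.2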
# LGR2 inh – Drosophila LGR2 receptor signaling inhibition | HEK293 LGR2, CRE-luciferase, bursicon-stimulated, 4 h | inhibition, % at 9.99 µM | hit rate 0.35% among 380,000 | AID 720647;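 active = drop in luminescence signal, shown as inhibition above about 50% in the replicate tests, limit read from the data, passing the limit was not always enough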;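 also: agonist challenge used bursicon conditioned medium at about half maximal strength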
# C2C12 statin – suppressors of simvastatin-induced myotoxicity in C2C12 myotubes | AID 602340 | rescue of ATP level, % at 7.49 µM | hit rate 0.78% among 330,000 | ATP luminescence, 48 h; scaled: DMSO 0, geranylgeraniol control 100;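 active = mean ATP rescue above about 67%, or every replicate alone reaching that limit, limit read from the data, passing the limit was not always enough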;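 also: myotubes were challenged with 10 µM simvastatin during compound exposure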
# SIRT5 block – inhibitors of human sirtuin-5 desuccinylase. Purified SirT5, succinyl-peptide AMC, trypsin-coupled fluorescence. inhibition, % at 15 µM. hit rate 1.1% among 330,000. Q9NXA8; in the data active = inhibition above about 15%
# * hit, by the source's call; nt = not tested or not shown; & = joins results of further samples. This is a subset; the hit share may differ from the screen's.
(1) Cc1ccccc1C(=O)NNC(=O)CCC(=O)Nc1cccc(Cl)c1C
(2) CC(NC(=O)C1=CC=CN2CCS(=O)(=O)N=C12)c1ccc(Cl)cc1Cl (stereo not drawn)
(3) C[C@@H]1CN([C@H](C)CO)C(=O)c2cc(C#Cc3ccccc3F)cnc2O[C@H]1CN(C)C(=O)Cc1cccnc1
(4) C#Cc1ccc(CN2CCC(C(=O)Nc3ccc(Oc4ccccc4)nc3)CC2)cc1
(5) CN(C)c1ccc(-n2cccc2)cc1
(6) O=C(Cn1cnc2ccccc2c1=O)N1CCc2ccccc2C1
(7) Cc1cc(NC(=O)Nc2ccc3c(ccn3C)c2)sn1
(8) CCc1ccccc1NC(=O)[C@@H]1CCC(=O)N1C1OC(=O)c2ccccc21 (stereo partly drawn)
screen / no.	1	2	3	4	5	6	7	8
ERAP1 inh	0	4	0	3	0	8	-3	0
Cneo AK release	-4	0	0	1	nt	nt	-4	-2
XiGFP reactiv	0.9	0.0	0.4	0.0	0.2	-0.5	0.0	nt
PGC1a acetyl inh	11	15	9	7	nt	12	-5	3
S100A4 MyoIIA	24	-2	6	1	2	0	-3	-1
LGR2 inh	nt	-8	16	1	-7	35	3	nt
C2C12 statin	nt	-12	10	10	nt	nt	-9	4
SIRT5 block	-2	-11	-3	-1	-1	-2	9	nt

(9) Cc1ccccc1-n1nc(C)c2cc(C(=O)N3CCN(S(=O)(=O)c4ccc(F)cc4)CC3)sc21
(10) Cc1noc(C)c1S(=O)(=O)Nc1ccc2c(c1)C(=O)N([C@H](C)CO)C[C@H](C)[C@H](CN(C)S(=O)(=O)c1ccccc1)O2
(11) CC(=O)NC(CC(=O)N(C)Cc1c(F)cccc1Cl)c1ccccc1 (stereo not drawn)
(12) COCCNC(=O)C(c1ccc(C)cc1)N(C(=O)CCC(=O)Nc1ccccn1)c1ccc(F)cc1 (stereo not drawn)
(13) O=C(O)CC/C(=N/NC(=O)c1ccc(-c2ccccc2)cc1)c1ccccc1
(14) CN1C(=O)c2ccc(NC(=O)c3ccc(Cl)cc3Cl)cc2C1=O
(15) COc1cccc(C2=CC(=O)CCC2)c1OC
(16) CNC(=O)C[C@H]1CC[C@H]2[C@H](COc3ccc(NC(=O)c4cc(F)cc(F)c4)cc3C(=O)N2C)O1
screen / no.	9	10	11	12	13	14	15	16
ERAP1 inh	nt	4	1	3	-1	0	nt	-2
Cneo AK release	-4	0	-1	2	-4	-1	0	0
XiGFP reactiv	nt	0.0	-0.2	0.3	-0.1	0.0	-0.4	0.0
PGC1a acetyl inh	-28	1	nt	22	nt	nt	7	2
S100A4 MyoIIA	nt	13	-5	-4	2	4	-7	-12
LGR2 inh	17	3	10	-2	-3	-17	-1	0
C2C12 statin	31	21	4	6	-1	-6	4	25
SIRT5 block	nt	-6	-1	0	-15	-15	nt	-2

# 5 compounds from above, showing only SIRT5 block and C2C12 statin:
nr	SMILES	SIRT5 block	C2C12 statin
11	CC(=O)NC(CC(=O)N(C)Cc1c(F)cccc1Cl)c1ccccc1 (stereo not drawn)	-1	4
12	COCCNC(=O)C(c1ccc(C)cc1)N(C(=O)CCC(=O)Nc1ccccn1)c1ccc(F)cc1 (stereo not drawn)	0	6
13	O=C(O)CC/C(=N/NC(=O)c1ccc(-c2ccccc2)cc1)c1ccccc1	-15	-1
14	CN1C(=O)c2ccc(NC(=O)c3ccc(Cl)cc3Cl)cc2C1=O	-15	-6
15	COc1cccc(C2=CC(=O)CCC2)c1OC	nt	4

# Continuation.
(17) CC(=O)Nc1ccccc1NC(=O)c1ccccc1-c1ccccc1
(18) O=C(C[C@@H]1C=C[C@H](NC(=O)CN2CCOCC2)[C@@H](CO)O1)NC1CCC1
(19) COc1cccc(/C=C/C(=O)OCC(=O)N2c3ccccc3NC(=O)C2(C)C)c1
(20) Cc1ccc(NC(=O)C(C)Sc2nc(-c3ccccc3)cc(=O)[nH]2)cc1 (stereo not drawn)
(21) Cc1nnc(C)c2c(C)n(-c3ccc(Cl)c(N)c3)c(C)c12
(22) CC1(C(=O)Nc2cccc(C(F)(F)F)c2)Cc2c(-c3cccc(C(N)=O)c3)ccnc2O1 (stereo not drawn)
(23) COc1ccc(NC(=O)CN2CCN(c3ccccc3)CC2)cc1
(24) O=C1C(Cc2ccccc2)Nc2ncnc(N3CCOCC3)c2N1Cc1ccc(Cl)cc1 (stereo not drawn)
screen / no.	17	18	19	20	21	22	23	24
ERAP1 inh	1	-2	5	2	-2	-5	-4	-1
Cneo AK release	2	0	nt	6	4	2	-2	0&2
XiGFP reactiv	0.3	1.1	0.2	0.4	0.2	-0.1	0.0	-0.3&0.1
PGC1a acetyl inh	nt	4	nt	10	-8	4	-18	2&13
S100A4 MyoIIA	1	6	-7	-2	-10	0	2	3&18
LGR2 inh	5	-12	-8	-18	6	1	0	8&13
C2C12 statin	3	4	nt	3	-3	-5	3	-6&8
SIRT5 block	-3	2	-5	-6	-2	-4	-5	nt

(25) CCOc1ccccc1OCCCC(=O)N1CCN(S(=O)(=O)c2ccc(Cl)cc2)CC1
(26) COc1ccccc1-c1c(-c2ccc(O)cc2O)n[nH]c1C(F)(F)F
(27) CC(C)(C)NC(=O)Cn1nnc(-c2ccc(OCc3c(F)cccc3Cl)cc2)n1
(28) CCN(C(=O)COC(=O)c1n[nH]c2ccccc12)C1CCS(=O)(=O)C1 (stereo not drawn)
(29) CCn1c(Cc2ccccc2)nnc1SCC(=O)Nc1cc(C)on1
(30) COc1ccc(NC(=O)C2=C(C)NC(=O)NC2c2cccs2)c(OC)c1 (stereo not drawn)
(31) CO[C@@H]1CC[C@H]2CCN(C)C(=O)[C@@H](C)N(C)C(=O)c3cc(C#N)ccc3OC[C@@H]1O2
(32) C[C@@H]1CN([C@@H](C)CO)S(=O)(=O)c2ccc(C3=CCCCC3)cc2O[C@H]1CN(C)Cc1cncnc1
screen / no.	25	26	27	28	29	30	31	32
ERAP1 inh	-1	2	-1	6	0	-3	1	1
Cneo AK release	1	1	-3	1	-1	-1	-1	1
XiGFP reactiv	0.2	1.1	0.3	0.2	nt	0.2	0.0	-0.1
PGC1a acetyl inh	4	14	-66	nt	-2	4	nt	-3
S100A4 MyoIIA	-1	-2	-4	3	-3	0	6	-2
LGR2 inh	-3	10	-12	-6	11	34	10	41
C2C12 statin	9	-17	-4	nt	-19	8	6	-76
SIRT5 block	-2	-2	5	-3	0	0	-5	-2

(33) CCCCNC(=O)c1cc2c(=O)n3cccc(C)c3nc2n(Cc2ccncc2)c1=N
(34) COc1ccc(/C=N/NC(=O)c2cccnc2)cc1CN1CCCc2ccccc21
(35) Cc1noc(C)c1NC(=O)Nc1ccc2c(c1)C(=O)N([C@H](C)CO)C[C@H](C)[C@@H](CN(C)Cc1ccc(C(=O)O)cc1)O2
(36) C=C(C)CN1CCN(S(=O)(=O)c2ccc(C)c(N(C)S(=O)(=O)c3ccc(C)cc3)c2C)CC1
(37) CO[C@H](CN(C)C(=O)c1cnccn1)[C@@H](C)CN([C@@H](C)CO)S(=O)(=O)c1ccc(F)cc1
(38) CCOc1ccc(S(=O)(=O)N2CCN(C(=O)c3sccc3C)CC2)cc1
(39) CCN1C(=O)c2cccc3c(S(=O)(=O)NCc4ccccc4)ccc1c23
(40) COc1ccc(C2=NN(CCC(=O)NCC3CCCO3)C(=O)CC2)cc1 (stereo not drawn)
screen / no.	33	34	35	36	37	38	39	40
ERAP1 inh	nt	5	-1	2	1	2	20	-8
Cneo AK release	1	nt	3	nt	1	3	-2	1
XiGFP reactiv	nt	0.4	-1.5	0.0	-0.1	nt	0.2	0.1
PGC1a acetyl inh	-19	nt	-33	nt	6	nt	2	-1
S100A4 MyoIIA	nt	0	-1	4	9	-5	-3	18
LGR2 inh	-2	5	9	nt	10	-13	1	9
C2C12 statin	-27	nt	43	nt	6	-3	7	9
SIRT5 block	nt	-1	0	-1	-1	3	-3	-4

(41) CN(C(=O)C1Cc2c(-c3ccc(Cl)cc3)ccnc2O1)c1ccccc1 (stereo not drawn)
(42) C[C@H](CO)N1C[C@H](C)[C@@H](CN(C)C(=O)Nc2ccccc2F)Oc2cc(Br)ccc2S1(=O)=O
(43) NC(=O)c1ccc[n+](CC(=O)c2ccc(Cl)c(Cl)c2)c1
(44) CNc1cccc(-c2cc(OC)c(OC)c(OC)c2)n1
(45) Cc1cccc(NC(=O)CSCc2cc(=O)n3c(C)csc3n2)c1C
(46) Cc1[nH]nc2c1C(c1ccc(Br)cc1)N(c1ccccc1)C2=O (stereo not drawn)
(47) COc1ccc(NC(=O)N(C)C[C@H]2Oc3ccc(NC(=O)Nc4c(C)noc4C)cc3C(=O)N([C@@H](C)CO)C[C@@H]2C)cc1
(48) CC1=C(C(=O)Nc2ccc(C(=O)NCCCN3CCCCC3C)cc2)SCCO1 (stereo not drawn)
screen / no.	41	42	43	44	45	46	47	48
ERAP1 inh	2	2&2	2	-2	1	1	nt	2
Cneo AK release	1	3&1	3	1	0	nt	-2	0
XiGFP reactiv	0.2	0.3&0.2	0.0	0.0	-0.1	2.2	-0.1	-0.1
PGC1a acetyl inh	nt	-16	-3	-3	-10	nt	4	4
S100A4 MyoIIA	5	45&11	-9	-4	2	6	nt	-2
LGR2 inh	-4	8&-24	-1	-8	2	2	-11	-8
C2C12 statin	4	1&10	4	2	3	nt	-14	-8
SIRT5 block	-2	-5&-2	2	nt	-5	-3	nt	nt

(49) Cc1c(N2C(=O)/C(=C3\C(=O)N(CC(=O)O)c4ccccc43)SC2=S)c(=O)n(-c2ccccc2)n1C
(50) O=C(Cc1ccc(Cl)c(Cl)c1)Nc1ccccc1N1CCOCC1
(51) O=C(NCC1CC1)[C@H]1[C@H](CO)[C@H]2Cn3c(ccc(-c4cccnc4)c3=O)[C@@H]1N2C(=O)C1CC1
(52) COc1cccc(CCc2nnc(CCC(=O)N(C)C3CC(C)(C)NC(C)(C)C3)o2)c1
(53) COc1ccc(NC(=O)CN2CCC(C(=O)c3ccc(F)cc3)CC2)c(OC)c1
(54) COc1ccc(/C=N/NC2=NS(=O)(=O)c3ccccc32)cc1OC(C)=O
(55) CCOc1cc([C@@H]2C[C@H]3CN(c4ccccc4)C(=O)[C@]34CCCN24)ccc1OC
(56) Cc1ccc2[nH]cc(CCNC(=O)C3CCCCC3)c2c1
(57) O=C(COC(=O)Cc1ccc(Cl)cc1)NC1CCCC1
(58) CCOc1ccc2oc(C(=O)OCC(=O)N(CC(C)C)c3c(N)n(Cc4ccccc4)c(=O)[nH]c3=O)c(C)c2c1
(59) Cn1c(-c2ccc(=O)[nH]c2)nc2ccccc21
screen / no.	49	50	51	52	53	54	55	56	57	58	59
ERAP1 inh	4	nt	-1	-5	5	1	-2	-4	3	-2	1
Cneo AK release	7	-4	-3	-1	1	-1	0	-2	-1	-2	nt
XiGFP reactiv	-0.1	-0.2	0.5	0.0	0.1	-0.1	-0.1	0.0	0.3	0.3	0.5
PGC1a acetyl inh	-11	0	nt	5	-11	0	-20	nt	nt	1	0
S100A4 MyoIIA	-1	1	1	-6	-5	-6	-34	-2	6	-2	0
LGR2 inh	23	-2	3	15	5	5	9	15	-24	8	1
C2C12 statin	1	-14	-10	3	4	6	-5	-3	5	-20	nt
SIRT5 block	-2	-1	-36	-2	2	2	-2	-1	-1	1	1

# Screens deposited in PubChem by Broad Institute.
